# 14-3-3g Raf: modulators of 14-3-3 gamma protein binding, primary screen, biochemical, fluorescence polarization | inhibition, % at 40 µM | FP, 14-3-3gamma / TMR-pS259-Raf peptide binding | AID 422, 2006 | 160,000 compounds, 0.19% hits | 14-3-3 protein gamma (Homo sapiens), P61981; in the data active = inhibition above about 30%;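 note: 0% = protein plus tracer without compound and 100% = blank with tracer alone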
# Target sequence (P61981 whole entry, looked up): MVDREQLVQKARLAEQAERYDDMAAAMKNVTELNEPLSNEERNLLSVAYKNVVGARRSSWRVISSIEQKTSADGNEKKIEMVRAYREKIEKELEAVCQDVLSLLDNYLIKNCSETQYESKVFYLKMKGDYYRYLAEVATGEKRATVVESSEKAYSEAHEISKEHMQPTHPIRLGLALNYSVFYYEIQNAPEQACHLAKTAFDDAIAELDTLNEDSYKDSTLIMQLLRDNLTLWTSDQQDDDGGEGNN
# * hit, by the source's call; & = joins results of further samples. Not all compounds are listed, so the mix of outcomes need not match the whole.
14-3-3g Raf	compound
-5	Cc1ccc(C(=O)Nc2ccc3c(c2)nc2n3CCSC2)cc1
-7	N#Cc1cc2cc3c(cc2nc1N1CCCCC1)OCCO3
-4	CN1CCN(S(=O)(=O)c2ccc3c(c2)CCN3C(=O)C2CC2)CC1
-5	CC1CCCC(C)N1CCNC(=O)CN1C(=O)CSc2ccc(S(=O)(=O)N3CCOCC3)cc21 (centres undefined)
-5	CCOC(=O)c1c(C)oc2ccc(OCC)cc12
-1	N#CCSc1nc2cc(C(=O)NCc3cccc(Cl)c3)ccc2c(=O)n1-c1ccccc1
-5	CCCOc1cccc(C2C3=C(CC(C)(C)CC3=O)Nc3ccccc3N2C(=O)C(F)(F)F)c1 (centres undefined)
-3	O=C(NCc1ccc(Cl)cc1)C1CCC(Cn2c(=S)[nH]c3ccsc3c2=O)CC1 (centres undefined)
-3	CCNC(=O)N(C(=O)NCC)n1c(C)nnc1C
3	COC(=O)Cn1nc(-c2ccc(C)c(S(=O)(=O)N(C)C)c2)c2ccccc2c1=O
-2	COc1ccc(OC)c(C2C=C(c3ccc(Cl)cc3)Nc3nnnn32)c1 (centres undefined)
-4&-8	COc1cccc(C(=O)Cn2c(N3CCOCC3)nc3c2c(=O)n(C)c(=O)n3C)c1
-9	NCCCCC(=O)O
-68	CCn1c(-c2ccco2)nc2ccccc21
-21	O=C1CCNc2cc3ccccc3cc21
-16	O=C(NCc1ccccc1)c1ccc2c(=O)n(Cc3cccc(Br)c3)c(=S)[nH]c2c1

# Retrieved by structure from the list above, four records:
14-3-3g Raf	compound
-16	O=C(NCc1ccccc1)c1ccc2c(=O)n(Cc3cccc(Br)c3)c(=S)[nH]c2c1
-2	COc1ccc(OC)c(C2C=C(c3ccc(Cl)cc3)Nc3nnnn32)c1 (centres undefined)
-9	NCCCCC(=O)O
-4&-8	COc1cccc(C(=O)Cn2c(N3CCOCC3)nc3c2c(=O)n(C)c(=O)n3C)c1

# Remaining list, next part.
14-3-3g Raf	compound
-9	CCCCOCCCNC(=O)c1ccc2c(c1)OCO2
3&-12	CCOC(=O)c1cnn(-c2cccc(Cl)c2)c1N
2	c1cnc2c(c1)ccc1[nH]ccc12
-3	CCCc1c(O)nc(SCCN(CCC)CCC)[nH]c1=O
5	C=CCn1c(SCC(=O)c2ccc3c(c2)OCO3)nc2sc3c(c2c1=O)CCCC3
-2&-9	CC(=O)c1c(NCc2ccccc2)nc(=O)n(-c2ccccc2)c1C
-5	CCC(Sc1nc2cc3c(cc2c(=O)n1Cc1ccco1)OCO3)C(=O)Nc1ccccc1OC (centres undefined)
0	O=C(NC1CCCC1)c1ccc2c(c1)N(Cc1ccccc1Cl)C(=O)c1ccccc1S2
-129	Cc1cc(I)cc(C=Nc2ccc(O)c(-c3nc4ccccc4o3)c2)c1O
-1	Cn1c(=O)c(=O)n(C)c2cc(S(=O)(=O)NC(C)(C)C)ccc21
-7	Cc1nc(SCC(=O)Nc2cc(C)on2)c2c(=O)n(C)c(=O)n(C)c2n1
1	N#CCCSc1ncnc2c1oc1ccccc12
0	Cc1nnc(OCc2nc3ccccc3n2C)c2ccccc12
-2	Cc1ccc(N2C(=O)CC(SCC(=O)Nc3ccc(Cl)cc3)C2=O)c(C)c1 (centres undefined)
-16	O=C(COc1ccccc1Cl)Nc1ccc(NC(=O)c2nccs2)cc1
-9	COC(=O)C(NC(=O)C(F)(F)F)(C(C(C)=O)C(C)=O)C(F)(F)F (centres undefined)
-2	Cc1ccc(C(=O)Nc2ccc(-c3nc4cc(Cl)ccc4o3)cc2)cc1Cl
7	Cc1c(C=NCCOCc2ccccc2)cnn1C
-6	O=C(CSc1nc2ccc(N=Cc3cccc([N+](=O)[O-])c3)cc2s1)N1CCOCC1
1	COC(=O)C1=C(C(=O)OC)SC(=C2C(=S)C(C)(C)N(C(=O)c3ccccc3)c3cc(OC)ccc32)S1
-7	Cc1cc([N+](=O)[O-])nn1CCCC(=O)NCc1ccc(Cl)cc1
-8	Cc1nc2ccccn2c1C(=O)NCc1cccnc1
-9	C=CCNC(=O)c1cc2c(=O)n3ccccc3nc2n(C2CCCCC2)c1=N
-7	O=C1CSC(c2cn(-c3ccccc3)nc2-c2ccc3c(c2)OCCO3)N1CCN1CCOCC1 (centres undefined)
11	CC(=O)N1CCc2cc(S(=O)(=O)CCC(=O)Nc3cc(C)ccn3)ccc21
-80	O=C(Nc1cccc(Cl)c1)c1noc2c1CCC2
-1	CC(C)N(Cc1nc(-c2ccc(Cl)cc2)no1)C(=O)CCCN1C(=O)c2ccccc2C1=O
5	Cc1ccc(CNC(=O)CCCn2c(=O)c3ccccc3n(CC(=O)NC3CCCC3)c2=O)cc1
-6	Cc1oc(C(=O)O)cc1COc1ccc2c3c(c(=O)oc2c1C)CCCC3
-1	O=C1CC(c2ccccc2)CC2=C1C(c1cccc(O)c1)Nc1ccccc1N2 (centres undefined)
1	CN(C)/C=C1\N=C(c2ccc(Cl)cc2Cl)OC1=O
0	COc1ccc(C(=O)CSc2nc3c([nH]2)c(=O)n(C)c(=O)n3C)c(F)c1
-2	COC(=O)C1=C(N)Oc2cc(C)n(Cc3ccco3)c(=O)c2C1c1cccc(Cl)c1 (centres undefined)
-3	CC(C)C[C@H](NC(=O)Nc1ccc(S(N)(=O)=O)cc1)C(=O)O
3	Cc1cc(C)cc(NC(=O)C2CCN(S(=O)(=O)c3c(C)noc3C)CC2)c1
0	COc1ccc(OC)c(C(O)c2nc3ccccc3n2C)c1 (centres undefined)
1	O=C(NCCN1CCOCC1)c1cc(-c2ccc3c(c2)OCO3)on1
0	Cc1ccc(CN2C(=O)CCC2(C)C(=O)NC2CCC(C)CC2)cc1 (centres undefined)
-35	CCOC(=O)c1c(NC(C)=O)sc(C)c1C
-6	COc1cccc(NS(=O)(=O)c2ccc3c(c2)n(C)c(=O)c(=O)n3C)c1
-10	COc1ccccc1-n1nnc(C(=O)Nc2ccccc2F)c1N
-2	O=C(Nc1ncc(Cc2cccc([N+](=O)[O-])c2)s1)c1sc2ccccc2c1Cl
4	COc1ccc(C(=O)Nc2cc3nn(-c4ccc(C)cc4)nc3cc2C)cc1Cl
-3	COc1ccccc1N1C(=O)CC(N(CCC23CC4CC(CC(C4)C2)C3)C(C)=O)C1=O (centres undefined)
-10	O=C(Nc1cccc(O)c1)c1cnn2c(C(F)(F)F)cc(-c3cccs3)nc12
3	CCOC(=O)c1ccc(NC(=O)COc2ccc(OC)cc2)cc1
-12	Cc1ccc2nc(Nc3nc(C)c(C)c(=O)[nH]3)nc(C)c2c1
-6	COc1ccc(-n2c(=S)[nH]c3cc(C(=O)Nc4ccc(C)c(C)c4)ccc3c2=O)c(OC)c1

# Reprinted from the part before: 4 entries, followed by the next part.
14-3-3g Raf	compound
-10	O=C(Nc1cccc(O)c1)c1cnn2c(C(F)(F)F)cc(-c3cccs3)nc12
3	CCOC(=O)c1ccc(NC(=O)COc2ccc(OC)cc2)cc1
-12	Cc1ccc2nc(Nc3nc(C)c(C)c(=O)[nH]3)nc(C)c2c1
-6	COc1ccc(-n2c(=S)[nH]c3cc(C(=O)Nc4ccc(C)c(C)c4)ccc3c2=O)c(OC)c1
-4	Cc1cccc(Nc2nc(-c3ccccn3)cs2)n1
-8	COCC(=O)Nc1cc2oc3ccccc3c2cc1OC
-2&1	Cn1cc(C(=O)NCCN2CCN(c3cccc(Cl)c3)CC2)c2c3ccccc3n(C)c2c1=O
-4	Cc1nnc(Sc2c(-c3ccccc3)c3ccccc3[nH]c2=O)s1
-3	COC(=O)c1ccc(NC(=O)CN2C(=O)CSC2=O)cc1
-19	Cc1[nH]nc(SCC(=O)N2CCC(C)CC2)c1[N+](=O)[O-]
-19	Cc1ccc(S(=O)(=O)Nc2cccc(-c3csc(-c4ccccc4)n3)c2)cc1[N+](=O)[O-]
-1&0	C=CCSc1nc2c(c(=O)[nH]c(=O)n2C)n1Cc1ccc(C)cc1
-8	Brc1ccc2ncnc(-c3ccccc3)c2c1
-8	C=CCn1c(N)c(C(=O)OCC(C)C)c2nc3ccccc3nc21
-25	COc1ccccc1C1CC(=O)C2=C(C1)NC(C)=C(C(=O)OC(C)C)C2c1ccc(OC(C)=O)cc1 (centres undefined)
-14	O=C(CC1(O)C(=O)Nc2ccccc21)c1ccc(-n2cccc2)cc1 (centres undefined)
7	CCc1c(C)sc(NC(NC(C)=O)(C(F)(F)F)C(F)(F)F)c1C#N
-1&-2	COc1ccc(S(=O)(=O)N2CCN(C3CCN(Cc4ccccc4)CC3)CC2)cc1
-10	COc1ccc(S(=O)(=O)N2CCCCCC2)cc1C(=O)OCc1c(C)noc1C
-15	OCCCc1nc2n(n1)C(c1ccco1)C=C(c1ccc(Cl)cc1)N2 (centres undefined)
2	CC1CCN(C(=O)c2ccc(COc3ccccc3Cl)o2)CC1
-5	C=CCN1C(=O)C(C(=O)Nc2ccc(OC)cc2)C2CC1(C)Oc1ccccc12 (centres undefined)
4	COC(=O)c1cc(NC(=O)CN(c2ccc3c(c2)OCO3)S(C)(=O)=O)ccc1Cl
-14	COc1ccc(Cn2c(=O)[nH]c3cc(C(=O)NCc4ccco4)ccc3c2=O)cc1
1	COC(=O)c1ccc(C(=O)Nc2nc(-c3cccs3)c(C(=O)C(F)(F)F)s2)cc1
0	CCOC(=O)c1ccc(NC(=O)NC(C)C2CCCO2)cc1 (centres undefined)
1	COc1ccc(S(=O)(=O)N2CCCN(CC(=O)C(C)(C)C)CC2)cc1
-7	COC(=O)c1c(NC(=O)c2ccc(Br)cc2)sc2c1C(C(=O)OC)CC2 (centres undefined)
4	COc1ccccc1N1C(=O)c2ccc(C(=O)OC(C)C)cc2C1=O
-16	CCc1sc(C(=O)NC)cc1Br
-6	OCc1ccccc1OCCOc1ccc(Cl)c2cccnc12
-3	CCOC(=O)C1CCN(C(=O)CSc2cc(=O)n(CC)c3ccccc23)CC1
-2	CC1CCCC(NC(=O)C2CCN(S(=O)(=O)N3CCC4(CC3)OCCO4)CC2)C1C (centres undefined)
-21	CCCCSc1nc2c(c(=O)n1C)SC(C)C2 (centres undefined)
-1	Cc1ccccc1-n1c(=S)[nH]c2ccsc2c1=O
-1	COC(=O)c1ccc(Nc2cc(C)nc(-c3ccccc3O)n2)cc1

# A few values from the list:
# For 14-3-3g Raf, `COC(=O)c1ccc(Nc2cc(C)nc(-c3ccccc3O)n2)cc1` is entered as -1
# For 14-3-3g Raf, `CC(C)N(Cc1nc(-c2ccc(Cl)cc2)no1)C(=O)CCCN1C(=O)c2ccccc2C1=O` is entered as -1
# For 14-3-3g Raf, `CCc1c(C)sc(NC(NC(C)=O)(C(F)(F)F)C(F)(F)F)c1C#N` is entered as 7

# The results go on:
14-3-3g Raf	compound
0	COc1cc(NC(=O)N2c3ccccc3Sc3ccccc32)c(C(=O)O)cc1OC
9	CC(C)CC(=O)N1CCN(CC2CC=CCC2)CC1 (centres undefined)
-9	O=C(NCc1ccccc1)N1CCC(n2cnc3cc(F)ccc32)CC1
1	O=C1CCCCCC1CN1CCCCC1 (centres undefined)
-7	Cn1c(=O)c2c(ncn2CC(=O)NCC2CCCO2)n(C)c1=O (centres undefined)
3	CCN(CC)CCSc1nc(O)c(C(C)C)c(=O)n1-c1ccccc1
8	CCc1ccc(-n2c(-c3ccco3)n[nH]c2=S)cc1
-50	Cc1c(NC(=O)c2ccccc2I)cccc1-c1nc2cc(Cl)ccc2o1
1	Cc1cc(S(=O)(=O)N2CCc3ccccc3C2)ccc1F
-3	CCOP(=O)(OCC)C(Nc1ccc([N+](=O)[O-])cc1)c1ccc(Cl)cc1 (centres undefined)
-3	CC1CN(C(=O)c2cccs2)CC(C)O1 (centres undefined)
-3	Cc1ccc(N=Cc2ccc(OC(=O)c3ccc([N+](=O)[O-])o3)cc2)c(C)c1
-17	CCC(CC)C(=O)Oc1ccc2c(=O)c(Oc3ccccc3Br)coc2c1
-7	COC(=O)c1ccc(NC(=O)CSc2nncn2C)cc1
-2	NC(=O)CSc1nnnn1-c1ccc(F)cc1
4	COc1cc2c(C)nc(-c3ccccc3)c(-c3ccccc3)c2cc1OC
-5	Cc1nnc2c(-c3ccccc3)nc3ccccc3n12
-15	Cc1ccc2c(c1)c(=O)c1ccccc1n2CCCC(=O)Nc1ccccc1Br
2	CSCCC(NS(=O)(=O)c1ccc(C)cc1)C(=O)O (centres undefined)
-5	Cc1ccc(C)c(NC(=O)CSc2nccn2-c2ccccc2)c1
-5&0	CCSc1nnc(-c2ccccc2NC(=O)CC)c(=O)[nH]1
10	CCC(=O)N1CCc2cc(S(=O)(=O)CCC(=O)Nc3ccc(Br)cc3C)ccc21
-9	Cc1ccc(S(=O)(=O)N2CCN(C(=O)c3ccc([N+](=O)[O-])cc3)C2)cc1
2	C=CCNc1nc(-c2cccc(NC(=O)c3ccccc3)c2)cs1
5	Cc1ccc(S(=O)(=O)Nc2cc(Cl)c(O)cc2C)cc1
-17	Cc1cc2ncn(CC(O)COc3ccc4ccccc4c3Br)c2cc1C (centres undefined)
-5	COc1ccc(S(=O)(=O)NCc2ccccn2)c(Cl)c1Cl
1	O=C(CNC(=O)c1ccccc1)NC1(C(=O)NC2CCCCC2)CCCCC1
-1	NC(=O)CSc1ccc(Cl)cc1
0&-7	CCN(CC)C(=O)c1sc2nc(-c3ccc(OC)cc3)cn2c1C
-5	COCCNC(=O)Cn1nc(C)c2ccccc2c1=O
-4	COCCCNC(=O)CSC1=Nc2ccccc2C2=NC(CC(=O)NCc3ccccc3)C(=O)N12 (centres undefined)
2	COC(=O)c1c(NC(=O)c2nc3ncccn3n2)sc(C(=O)N(C)C)c1C
5	COc1ccccc1C1C(C(C)=O)=C(O)C(=O)N1Cc1cccnc1 (centres undefined)
9	COC(=O)CSc1nnc(CNC(=O)c2ccccc2F)n1-c1cccc(C(F)(F)F)c1
-3	COc1ccc(CCNC(=O)CC2COc3ccccc3O2)cc1OC (centres undefined)
0	COC(=O)c1cc(-c2cccc(N)c2)nc2ccccc12
-2	CCSc1nnc(-c2cccnc2)n1-c1ccc(Cl)c(C)c1

# 4 entries from above in a different format.
COc1ccccc1C1C(C(C)=O)=C(O)C(=O)N1Cc1cccnc1 (centres undefined)
  14-3-3g Raf: 5

COC(=O)c1cc(-c2cccc(N)c2)nc2ccccc12
  14-3-3g Raf: 0

COC(=O)CSc1nnc(CNC(=O)c2ccccc2F)n1-c1cccc(C(F)(F)F)c1
  14-3-3g Raf: 9

COC(=O)c1c(NC(=O)c2nc3ncccn3n2)sc(C(=O)N(C)C)c1C
  14-3-3g Raf: 2

# Screening results as filed in PubChem.
